# Compound activity (PubChem BioAssay)
# Casp6 inh: inhibitors of human caspase-6 | P55212 | purified caspase-6, Z-VEID-R110 cleavage fluorescence | inhibition, % at 12.5 µM | 350,000 tested, 0.53% active | AID 686996;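 active = mean inhibition across replicates at least about 35%, with every replicate also reaching that limit, limit read from the data; inconclusive = only one of the two criteria met; inactive = neither criterion met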;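 note: 0% = median of neutral control wells and 100% = no fluorescence left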
# Target sequence (P55212 24-179 limits assumed): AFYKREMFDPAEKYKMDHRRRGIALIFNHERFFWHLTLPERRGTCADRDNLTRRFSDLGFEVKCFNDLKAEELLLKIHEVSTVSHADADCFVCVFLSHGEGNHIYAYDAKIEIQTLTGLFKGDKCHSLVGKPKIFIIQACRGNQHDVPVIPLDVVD
# Target sequence (P55212 194-293 limits assumed): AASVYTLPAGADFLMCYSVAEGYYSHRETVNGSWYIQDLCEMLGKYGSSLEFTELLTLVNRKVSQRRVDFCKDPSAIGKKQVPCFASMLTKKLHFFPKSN
# RAD54 branch: inhibitors of human RAD54 branch migration. Q92698. RAD54 Holliday junction branch migration, FAM/BHQ fluorescence. inhibition, % at 10.4 µM. 360,000 tested, 0.14% active. AID 602329;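 active = mean normalized replicate activity at least 40 and at least half of replicates scoring 40 or more; inconclusive = only one of the two criteria met; inactive = mean below 40 and under half of replicates reaching 40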;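 note: 0% = median of neutral control wells and 100% = median of positive control wells; inhibitors cause a drop in the FAM fluorescence signal; in these data hits start at about 50%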
# Target sequence (Q92698 whole entry, looked up): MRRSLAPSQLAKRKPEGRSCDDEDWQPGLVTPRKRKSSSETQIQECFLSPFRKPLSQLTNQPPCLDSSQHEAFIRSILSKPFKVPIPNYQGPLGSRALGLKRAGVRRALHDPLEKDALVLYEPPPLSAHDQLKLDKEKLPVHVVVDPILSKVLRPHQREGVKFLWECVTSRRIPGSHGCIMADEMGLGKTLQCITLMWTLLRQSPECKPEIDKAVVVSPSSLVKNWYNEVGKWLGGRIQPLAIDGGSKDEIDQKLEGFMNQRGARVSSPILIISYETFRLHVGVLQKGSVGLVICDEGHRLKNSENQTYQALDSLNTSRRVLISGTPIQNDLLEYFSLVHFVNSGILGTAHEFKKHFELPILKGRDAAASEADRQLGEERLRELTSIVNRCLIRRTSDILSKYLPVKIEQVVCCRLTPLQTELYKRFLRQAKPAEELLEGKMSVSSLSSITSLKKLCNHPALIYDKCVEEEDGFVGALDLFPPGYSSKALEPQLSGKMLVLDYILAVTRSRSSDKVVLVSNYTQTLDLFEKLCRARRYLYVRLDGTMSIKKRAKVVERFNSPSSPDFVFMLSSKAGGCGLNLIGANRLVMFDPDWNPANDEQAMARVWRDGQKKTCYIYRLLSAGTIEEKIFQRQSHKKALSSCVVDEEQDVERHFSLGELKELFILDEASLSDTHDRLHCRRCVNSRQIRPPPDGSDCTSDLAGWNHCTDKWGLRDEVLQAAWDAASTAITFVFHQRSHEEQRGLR
# F508del corr: CFTR F508del correction in bronchial cells. activity (quench increase), % at 7.58 µM. 350,000 tested, 0.36% active. CFBE cells, YFP halide quenching; stimulated with forskolin plus potentiator P3; % fluorescence drop versus neutral controls. AID 720511;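 active = mean added fluorescence quench of at least 8% versus neutral control, with both replicates also reaching 8%; inconclusive = only one of the mean or replicate conditions met; inactive = mean below 8% and not both replicates reaching 8%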;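 note: cells transiently co-express mutant CFTR-F508del with the halide-sensitive YFP; corrector assay measuring rescue of mutant channel to the surface after 24 h compound exposure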
# DENV2 CPE rescue: protects cells from dengue virus 2 cytopathic effect; DENV2-infected cells, cytopathic effect rescue, plate reader; CPE inhibition, % at 9.99 µM; 350,000 tested, 1.7% active; AID 651640; in the data active = CPE inhibition above about 20%, passing the limit was not always enough; inconclusive = no clear call, values can overlap the other calls; tested in BHK-21 cells;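 note: 0% = median of neutral control wells and 100% = median of positive control wells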
# INS-1E GSIS act: primary screen for activators of insulin secretion dependent on glucose, INS-1E cells, GLuc reporter luminescence; INS-1E GLuc reporter insulin secretion, 2-3 h; activation, % at 16.6 µM; 370,000 tested, 0.61% active; AID 743287;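 active = lowest replicate activation of at least 40%, so every replicate reaches that level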;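 note: 0% = median of neutral control wells and 100% = median of IBMX positive control wells; some compounds called inactive have numbers as strong as hits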
# RAD52 inh: RAD52 (human) annealing inhibition; P43351; recombinant RAD52 DNA annealing, FRET fluorescence; inhibition, % at 18.7 µM; 360,000 tested, 0.46% active; AID 651710;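 active = every replicate showing at least 50% inhibition; inconclusive = mean inhibition at least 50% but not in every replicate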
# E-sel inducer: induces E-selectin expression in human endothelial cells; HUVEC E-selectin immunofluorescence imaging; normalized: neutral wells 0, TNF-alpha wells 100; activation, % at 7.58 µM; AID 686992; 260,000 tested, 0.37% active; P16581;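 active = mean E-selectin-positive cell signal at least 10% of the positive control, reached in at least 60% of replicates, without over 20% cell loss; inconclusive = no rule given, readout overlaps actives, possibly toxicity-flagged; inactive = the rest, including those meeting only one limit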;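 note: in these data hits start at about 27%; measured in HUVEC primary endothelial cells; signal is the percent of cells scored E-selectin positive by PE staining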
#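 Assay system: HUVEC primary endothelial cells. Input: 3,000 HUVEC seeded per well. Doses: one compound dose added by pin transfer. Read-out basis: % PE-positive cells. Benchmarks: TNF-alpha high, DMSO low. Detection: immunofluorescence imaging. Buffer or medium: EGM-2, gelatin.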
# Xi reactivation: reactivates the inactive X chromosome in mouse fibroblasts; 360,000 tested, 0.055% active; activation, % at 7.58 µM; AID 743238; XiGFP mouse fibroblasts, % GFP-positive cells imaging, 3 d; cells co-treated with 5-aza-dC sensitizer; scaled so ellipticine positive control = 100%;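 active = mean normalized replicate activation at least 10% and every replicate at or above 10%; inconclusive = only one of the two criteria met; inactive = mean below 10% and not all replicates reach 10%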;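 note: 0% = median of on-plate neutral control wells and 100% = ellipticine 6 µM median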
#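 System: XiGFP fibroblasts, SV40-immortalized. Medium: DMEM plus 5-aza-dC sensitizer. Doses: single point. Timing: 3 d treatment, 15 min room-temperature fixation. Control set: ellipticine 6 µM.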
# Active calls of the source: *; ? = inconclusive; / = no result given; & = joins results of further samples; ! = not confirmed by another sample.
# Values run as follows: INS-1E GSIS act	F508del corr	DENV2 CPE rescue	RAD54 branch	RAD52 inh	Casp6 inh	E-sel inducer	Xi reactivation
Cc1ccc(C(C)NC(=O)Cc2cccs2)c(C)c1 (configuration not stated)
  0	1.1	3	1	-16	1	/	0.0
NC(=O)c1c(/N=C/c2cccs2)sc2c1CCCC2
  /	-0.5	3	-5	-26	-3	/	0.0
CCOc1ccc(NC(=O)CN(C)C(=O)Cn2c(=O)oc3ccccc32)cc1OCC
  7	1.8	-11	8	-4	3	-1.3	1.1
CC(=O)N1CCN(c2ccc(NCc3ccc(F)cc3)cc2)CC1
  17	-0.3	-5	-4	7	-4	/	0.0
Cc1noc(C)c1S(=O)(=O)N(CC(=O)NCc1ccccc1)c1ccc(C(C)C)cc1
  7	0.9	-7	-7	-12	-1	/	0.0
COc1ccc(C(CNC(=O)C(C)Oc2ccc(Br)cc2)N2CCCC2)cc1 (configuration not stated)
  -18	0.8	8	-7	-108	-4	2.1	0.0
CCOC(=O)c1ccc(NC(=S)NCCCN2CCCC2=O)cc1
  /	-1.5	11	-3	1	4	-0.2	0.0
COc1ccc(CC(=O)NNC2=Nc3cccc4cccc2c34)cc1OC
  -19	0.6	1	/	-64	-1	-0.1	0.1
C[C@H]1CN([C@@H](C)CO)C(=O)c2cc(NC(=O)Cc3ccccc3)ccc2O[C@@H]1CN(C)C(=O)Nc1ccccc1
  1	-0.3	-7	18	-1	-2	-0.2	0.0
CO[C@H]1CN(C)C(=O)c2cc(NC(=O)C3CCCCC3)ccc2OC[C@H](C)N(Cc2cccnc2)C[C@@H]1C
  -10	-2.2	10	7	2	0	-0.1	0.4
CC1Oc2ccccc2N(CC(=O)c2ccccc2)C1=O (configuration not stated)
  8	-0.9	0	-1	12	2	/	/
O=C(C[n+]1ccccc1)N/N=C/c1c(F)cccc1Cl
  1	5.9	-1	-8	20	/	0.0	0.0
C[C@@H]1CCCCO[C@@H](CN(C)Cc2ccc(Cl)c(Cl)c2)[C@@H](C)CN([C@@H](C)CO)C(=O)c2cc(NC(=O)Cc3ccccc3)ccc2O1
  -12	2.1	-2	-2	-23	-1	0.2	0.5
O=C1[C@@H]2C(c3cccnc3)=NO[C@@H]2C(=O)N1c1ccc2ccccc2c1
  -35	1.2	-1	/	-14	3	6.3	0.5
CC[C@H](C)[C@H]1CNC(=O)C(=O)N1CC1CCN(CCc2ccc(OC)c(OC)c2)CC1
  9	3.6	-1	/	-7	-4	0.6	-0.1
Cc1noc(C)c1S(=O)(=O)N(C)C[C@@H]1OCCCC[C@@H](C)Oc2ccc(NS(=O)(=O)c3ccccc3)cc2C(=O)N([C@H](C)CO)C[C@@H]1C
  10	0.3	-9	-4	11	4	/	0.7
Cc1noc(C)c1NC(=O)N(C)C[C@@H]1OCc2ccccc2-c2ccccc2C(=O)N([C@H](C)CO)C[C@H]1C
  -3	-0.2	2	1	-4	1	-4.5	-0.3
O=C(Nc1ccc(Cl)c(Cl)c1)N[C@H]1CC[C@H](CCNC(=O)c2ccc(F)cc2)O[C@H]1CO
  -24	2.0	-2	-10	-5	-1	0.0	0.1
CCOC(=O)NNc1cc(C(F)(F)F)ccn1
  8	0.0	-1	-5	-4	0	-0.1	-0.1
O=C(CCc1ccccc1)Nc1cc2c3c(c1)CCC(=O)N3CCC2
  5	3.5	8	-8	0	3	/	0.0
COc1cc(CO)c(Br)cc1OCC(N)=O
  -12	/	6	/	-3	-1	/	0.2
COc1cc(/C=N/n2c(-c3cc(C)[nH]n3)n[nH]c2=S)cc(OC)c1O
  -3	-2.1	-1	4	0	2	0.3	0.5
Cc1cc(C)n2nc(SCc3nc4ccccc4[nH]3)nc2n1
  13	2.5	-5	4	-6	-2	/	0.1
N#C/C(=C(/O)c1ccc([N+](=O)[O-])s1)c1nc2ccccc2[nH]1
  -19	3.6	?	-15	-5	-1	/	0.3
C=CCSc1nnc(-c2cccc3ccccc23)o1
  1	0.8	-13	-7	-10	-13	-0.1	-0.1
CC(=O)N1[C@H](CO)[C@H](c2ccccc2)[C@@H]1CN(C(=O)c1cccc(F)c1)C(C)C
  0	0.4	-1	-2	-1	-1	0.0	0.4
COc1ccc(-c2ccc3c(c2)[C@@H]2[C@@H](CCN2S(=O)(=O)c2ccccc2C)[C@H](CO)N3C)cc1
  5	1.9	-23	9	/	/	6.0	0.0
C[C@@H]1CN([C@@H](C)CO)C(=O)CCCn2nncc2CO[C@H]1CN(C)C(=O)Nc1ccc(N2CCN(C)CC2)cc1
  11&26	0.5&-2.3&-1.8	15&-2	6	58*!	1&-18	0.0&-0.8	0.1&0.0
CN1[C@@H]2c3ccc(-c4cccc(F)c4)c(=O)n3C[C@@H]2[C@@H](CO)[C@@H]1C(=O)NC1CCC1
  3	/	-4	3	-15	0	-0.1	0.0
Cc1cccc(S(=O)(=O)N2C[C@H]3[C@@H](c4ccccc42)[C@H](CO)N3CC2CCCC2)c1
  -22	14*	3	-3	39	-1	0.2	0.1
CCC(=O)N1[C@@H]2c3ccc(C4=CCCC4)c(=O)n3C[C@H]1[C@H](CO)[C@H]2C(=O)NCC1CCCCC1
  14	-2.8	-5	-19	-28	0	-0.9	0.1
COc1ccc(N(C(=O)c2ccncc2)S(=O)(=O)c2ccc(OC)c(OC)c2)cc1
  -2	-0.9	-15	-1	-5	-1	/	0.1
O=C1ON=C(c2ccc(Cl)cc2)/C1=C/c1ccc(O)cc1
  19	2.2	3	-12	-100	15	/	0.0
COc1ccc(CN2C(=O)C(CC(=O)NCc3cccc4ccccc34)CC(C(=O)N3CCOCC3)=C2C)cc1 (configuration not stated)
  -2	-2.2	11	/	0	-1	-1.3	0.1
CC(C)(CO)CNc1ccn2nccc2n1
  18	2.4	?	9	-17	-2	0.2	-0.1
Cc1cc(C)n(C(=O)c2cccc([N+](=O)[O-])c2)n1
  59	-1.5	3	-4	-16	0	/	0.1
COc1cc(C#N)ccc1OCC(=O)NCc1cccs1
  28	1.4	18	/	-20	-1	0.3	0.1
CCc1ccccc1OCC(=O)Nc1nc(-c2cccnc2)cs1
  17	-0.2	-5	2	-69	-3	-0.3	-0.2
Cc1cc(SCC(=O)N2CCCC2=O)nc2ccccc12
  /	0.1	3	/	-1	4	0.1	-0.1
C[C@@H]1CN([C@@H](C)CO)C(=O)c2cccc(NS(=O)(=O)c3ccc(F)cc3)c2O[C@H]1CN(C)C(=O)Nc1ccc2c(c1)OCO2
  20	3.6	-8	2	-12	-2	1.8	0.2
COc1cc(C(=O)Nc2cc(C)cc(C)c2)c(-n2cnnn2)cc1OC
  7	1.0	-2	/	-1	1	/	0.0
COc1cccc(-c2ccc([C@H]3[C@H](CO)N4CCCCN(CC5CC5)C[C@@H]34)cc2)c1
  -14	2.5	42*	13	-10	-1	1.4	0.0
COc1ccc(C(=O)N2CC(c3ccc(Cl)cc3)CC2=O)cc1 (configuration not stated)
  /	-0.1	20	-10	-1	-1	/	-0.1
COc1ccc(S(=O)(=O)Nc2cccc3c2O[C@H](CN(C)Cc2ccncc2)[C@H](C)CN([C@@H](C)CO)C3=O)cc1
  10	-0.5	-22	-7	9	1	2.1	0.1
COc1ccc(CC(=O)NCC2CCCN(Cc3ccccc3Cl)C2)cc1 (configuration not stated)
  -8	1.6	1	8	-11	-3	-0.2	0.1
CO[C@@H]1CN(C)C(=O)c2cc(NC(C)=O)ccc2OC[C@H](C)N(CCC(F)(F)F)C[C@H]1C
  5	0.8	-3	0	12	/	-0.1	-0.2
COc1ccc(S(=O)(=O)N(C)C[C@H]2Oc3ncc(C#CC4(O)CCCC4)cc3C(=O)N([C@@H](C)CO)C[C@H]2C)cc1
  -2	-1.9	-1	0	6	1	0.1	-0.3
COc1ccc(CCNC(=O)Cn2c(=O)n(-c3ccc(F)cc3)c(=O)c3sccc32)cc1OC
  -4	4.6	10	-20	-10	-4	/	0.2
Cc1ccc(S(=O)(=O)N(C)C[C@H]2Oc3c(NC(=O)Nc4c(C)noc4C)cccc3C(=O)N([C@@H](C)CO)C[C@@H]2C)cc1
  1	3.7	-2	-8	-17	/	-0.3	-0.3
O=C(N[C@@H](Cc1ccccc1)C(=O)N[C@@H](Cc1ccccc1)C(=O)O)OCc1ccccc1
  8	-2.0	1	-1	-8	0	-0.1	0.1

# (list continues)
# Values run as follows: INS-1E GSIS act	F508del corr	DENV2 CPE rescue	RAD54 branch	RAD52 inh	Casp6 inh	E-sel inducer	Xi reactivation
CCN(Cc1nc2cc(Cl)ccc2c(=O)[nH]1)C(=O)c1cccc(NC(=O)c2cccs2)c1
  0	-1.1	-3	-4	-27	10	/	0.6
O=S(=O)(c1ccccc1)N1CCCCC1CCc1ccccc1 (configuration not stated)
  -40	1.6	-2	3	-17	-3	7.0	0.3
CN(CC(=O)Nc1cccc(F)c1)C(=O)CCCc1c[nH]c2ccccc12
  -32	3.8	6	-6	-7	0	0.5	0.0
O=C(NCc1cccnc1)Nc1cccc([N+](=O)[O-])c1
  -4	0.1	-6	0	4	0	0.0	0.0
O=C(N/N=C/c1ccccc1F)c1cc2c(ccc3ccccc32)o1
  9	0.3	14	-3	-2	0	-0.8	-0.2
O=C(COC(=O)Cc1ccc(F)cc1)Nc1ccc(Cl)cn1
  4	-6.6	-2	-3	-15	-1	0.9	-0.5
CCC1CCCCN1CCCNC(=O)c1c(O)nc2c(C)cccn2c1=O (configuration not stated)
  15	1.4	-1	-4	-16	-36	/	0.0
CN(Cc1nc(Cc2cccc(F)c2)no1)CC1CCOCC1
  -7	-0.6	4	/	-8	1	-2.9	-0.1
Cc1noc(C)c1S(=O)(=O)Nc1ccc2c(c1)C(=O)N([C@@H](C)CO)C[C@H](C)[C@H](CN(C)S(=O)(=O)c1ccc(Cl)cc1)O2
  2	0.2	-2	-19	2	1	0.9	-1.0
Cc1oc2c(CN3CCCC3)c(O)ccc2c(=O)c1-c1ccc(Br)cc1
  -5	-0.8	2	6	-7	-1	/	/
C=CCC1(CC=C)CCCN1Cc1nc(COc2ccccc2)no1
  /	0.1	-12	-2	-19	0	/	0.1
Cn1c(CO)cnc1SCC(=O)c1ccc(Br)cc1
  0	-0.9	-1	/	-5	-2	/	0.0
CC(C)NC(=O)N(C)C[C@@H]1Oc2ncc(C3=CCCCC3)cc2C(=O)N([C@H](C)CO)C[C@@H]1C
  -12	-1.2	5	-15	13	-4	0.0	-0.6
Cc1ccc(-n2c(=S)sc3c(=O)n(-c4ccc(F)cc4)c(SCC(=O)O)nc32)cc1C
  8	-0.2	-5	0	3	-19	0.6	0.0
Cc1csc2ncc(C(=O)N3CCc4ccccc43)c(=O)n12
  /	-1.6	-1	3	2	1	0.7	0.0
Cc1noc(C)c1S(=O)(=O)Nc1ccc2c(c1)CC(=O)N([C@@H](C)CO)C[C@H](C)[C@@H](CN(C)Cc1ccc(-c3ccccc3)cc1)O2
  -32	3.6	7	/	26	1	0.3	0.3

# Not a hit list; 3.7% or so of the library scored in one or more.
